# D1 PAM – Potentiators of Human D1 Dopamine Receptor: qHTS | D(1A) dopamine receptor (Homo sapiens), P21728 | HEK293 TREx D1 cells, calcium flux, dopamine EC20 potentiation | potentiation, % at 10 µM | 360,000 tested, 0.036% active; in the data active = potentiation above about 30%; also: 0% is about no effect
# Target sequence (P21728 whole entry, looked up): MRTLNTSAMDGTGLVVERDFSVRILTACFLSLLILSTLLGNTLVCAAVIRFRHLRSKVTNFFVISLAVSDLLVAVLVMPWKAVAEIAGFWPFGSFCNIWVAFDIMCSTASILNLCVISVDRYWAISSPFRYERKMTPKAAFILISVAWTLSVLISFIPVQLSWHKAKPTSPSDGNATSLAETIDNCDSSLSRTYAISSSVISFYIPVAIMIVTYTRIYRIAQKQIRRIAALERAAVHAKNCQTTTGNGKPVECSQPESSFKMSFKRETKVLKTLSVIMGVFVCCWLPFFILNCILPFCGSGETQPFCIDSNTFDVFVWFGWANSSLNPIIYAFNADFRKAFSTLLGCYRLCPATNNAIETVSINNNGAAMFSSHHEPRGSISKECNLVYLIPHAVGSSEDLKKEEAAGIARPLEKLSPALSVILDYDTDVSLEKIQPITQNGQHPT
# D1 antag – Antagonist of Human D 1 Dopamine Receptor: qHTS | AID 504652, 2011 | 360,000 tested, 3.2% active | activity change, negative = inhibition, % at 10 µM | HEK293 TREx D1 cells, calcium flux, dopamine EC80; stronger effect = lower value; in the data active = activity change below about -30%; also: % is scaled to controls: 0 for no effect and ±100 for the full control effect
#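 Compound effects on dopamine-evoked calcium signalling were measured in tetracycline-induced HEK293 Trex D1 cells. Dopamine at EC80 followed a 180 s compound pre-read, and fluorescence was tracked kinetically for 180 s more.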
# D2 antag – HTS Assay for Allosteric Antagonists of the Human D2 Dopamine Receptor: Primary Screen for Antagonists; HEK293 TREx D2 cells, calcium flux, dopamine EC80; 340,000 tested, 2% active; D(2) dopamine receptor (Homo sapiens), P14416; AID 485344, 2010; inhibition, % at 10 µM; in the data active = inhibition above about 30%; also: 0% is about no effect
#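 Tetracycline-induced HEK293 T-REx cells expressing D2 force-coupled to calcium signalling were dye-loaded, exposed to compound for 180 s, then challenged with an EC80 of dopamine; calcium flux was followed kinetically for a further 180 s.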
# TRHR PAM – qHTS for Small Molecule Agonists and Allosteric Enhancers of Human TRH Receptor: Primary Screen for Enhancers | Thyrotropin-releasing hormone receptor (Homo sapiens), P34981 | TRHR cells, fluo-8 calcium fluorescence, EC20 TRH enhancement | enhancement, % at 2 µM | 360,000 tested, 0.66% active | AID 493056, 2011; in the data active = enhancement above about 30%; also: 0% is about no effect
# Target sequence (P34981 whole entry, looked up): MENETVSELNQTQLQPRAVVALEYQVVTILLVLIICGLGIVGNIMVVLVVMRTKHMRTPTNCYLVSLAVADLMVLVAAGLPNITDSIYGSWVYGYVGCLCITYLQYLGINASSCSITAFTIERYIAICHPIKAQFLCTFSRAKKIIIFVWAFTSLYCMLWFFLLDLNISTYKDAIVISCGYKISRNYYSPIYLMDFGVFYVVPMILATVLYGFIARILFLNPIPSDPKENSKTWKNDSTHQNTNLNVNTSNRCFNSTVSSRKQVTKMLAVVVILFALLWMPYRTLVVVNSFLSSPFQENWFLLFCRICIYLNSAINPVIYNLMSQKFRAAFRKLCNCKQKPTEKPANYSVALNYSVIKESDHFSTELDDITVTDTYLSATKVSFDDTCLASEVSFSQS
#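 Enhancer read-out: after compound pinning and an initial kinetic agonist-mode read, an EC20 of TRH (10 nM final) was injected and fluo-8 calcium signal (Ex 480/Em 530) followed at 1 s/cycle for 100 cycles in TRHR-expressing cells.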
# TRHR agonist – qHTS for Small Molecule Agonists and Allosteric Enhancers of Human TRH Receptor: Primary Screen for Agonists; Thyrotropin-releasing hormone receptor (Homo sapiens), P34981; TRHR cells, calcium flux fluo-8, FDSS agonist mode; activation, % at 2 µM; 360,000 tested, 0.18% active; also: 0% is about no effect
#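 Read-out: compound-evoked intracellular calcium rise in TRHR cells, fluo-8 dye, kinetic FDSS fluorescence at 1 s/cycle following a 10-cycle baseline. Cells cultured overnight before dye loading (30 min–1.5 h, RT).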
# D2 ag – HTS Assay for Allosteric Agonists of the Human D2 Dopamine Receptor: Primary Screen for Agonists. D(2) dopamine receptor (Homo sapiens), P14416. activation, % at 2 µM. HEK293 T-REx D2 cells, calcium flux agonist mode. 340,000 tested, 0.53% active;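 active = activation over 3 SD above normal in the single-dose calcium agonist read, cut at about 30% in these data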; also: 0% is about no effect
#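 HEK293 Trex D2 cells, tetracycline-induced, o/n 30 C 5% CO2; no-wash Ca dye, RT 30–90 min; 10-cycle baseline, 23 nl cpd added, kinetic Ca read 180 s; agonist hits = positive Ca response.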
# D2 PAM – HTS Assay for Positive Allosteric Modulators of the Human D2 Dopamine Receptor: Primary Screen for Potentiators; 340,000 tested, 0.34% active; HEK293 T-REx D2, calcium flux, EC20 dopamine potentiation; potentiation, % at 10 µM;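 active = potentiation over 3 SD above the plate norm, cut at about 30% in these data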; also: 0% is about no effect
#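 Tetracycline-induced Hek293 Trex D2 cells, force-coupled to calcium, loaded with no-wash calcium dye. Compound added with 180 s kinetic read for agonism, then EC20 dopamine and a further 180 s read for potentiation.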
# D1 ag – Allosteric Agonists of the Human D1 Dopamine Receptor: qHTS; D(1A) dopamine receptor (Homo sapiens), P21728; HEK293 T-REx D1 cells, calcium flux, agonist mode; activation, % at 2 µM; 360,000 tested, 1% active; AID 504660, 2011; also: 0% is about no effect
#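 Tetracycline-induced HEK293 TREx D1 cells, force-coupled to calcium signalling, were dye-loaded with a no-wash calcium kit. Compound was pin-added after a 10 s baseline. Fluorescence was read kinetically at 1 cycle/s for 180 s, with calcium rises flagged as agonism.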
# RXFP1 antag – qHTS Assay for Antagonists of the Relaxin Receptor RXFP1. 350,000 tested, 0.59% active. activity change, negative = inhibition, % at 57.5 µM. AID 1259400, 2018. HEK293-RXFP1, relaxin-stimulated cAMP HTRF, 30 min; stronger effect = lower value;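 active = activity change of -60% or lower, but not beyond a set lower limit; inconclusive = change between -60% and -40%, or beyond the set limit; inactive = change above -40%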; also: % is scaled to controls: 0 for no effect and ±100 for the full control effect
# * hit, by the source's call; ? = inconclusive; · = no result given; & = joins results of further samples. Rule as the data show it, unless noted: active = activation above about 30%; inactive = the rest.
SMILES,D1 PAM,D1 antag,D2 antag,TRHR PAM,TRHR agonist,D2 ag,D2 PAM,D1 ag,RXFP1 antag
CC1CCCC(C)N1C(=O)COC(=O)c1ccc2c(c1)OCO2 (stereo not drawn),0,1,-5,0,0.5,0.5,2,2,2
COc1ccccc1OCCOCCOc1ccc(C)cc1[N+](=O)[O-],-4,-6,4,5,-1.2,-1.2,17,3,8
C/C=C\C(=O)Nc1cccc(C2=NOC3(C2)C[C@@H](C(N)=O)N(C(=O)c2ccc(OC)cc2)C3)c1 (stereo partly drawn),-4,0,-18,0,0.0,-0.4,10,3,·
Cc1onc(-c2ccccc2)c1C(=O)Nc1ccc(-c2nnc3n2CCCCC3)cc1,-6,10,12,-6,-0.4,0.5,-1,1,3
COc1ccccc1C(=O)OCC(=O)NC1CCCC1,-4,-2,-8,4,0.6,0.3,4,0,0
O=C(CCN1CCCCCC1)Nc1ccc2c(c1)OCCO2,0,4,2,1,0.2,0.2,-16,2,-1
O=C(OCc1csc(-c2ccccc2)n1)c1ccccc1O,-4,-8,16,-13,1.5,-1.9,0,10,-15
CN(c1ccccc1)c1nc(N)c([N+](=O)[O-])c(N2CCOCC2)n1,-1,9,-12,2,-0.1,-0.4,-6,-1,2
CCCc1cc(=O)[nH]c(SCCOc2ccc(OCC)cc2)n1,0,-5,-9,-2,-3.1,0.8,5,4,-5
Cc1cc(C)cc(-n2c(SCC(=O)N3CCOCC3)nc3c([nH]c4ccccc43)c2=O)c1,-6,-13,·,10,0.2,2.3,13,0,·
CCOc1cccc(CC(=O)NCc2ccc3c(c2)CCN3C(=O)c2cccc(C)c2)c1OCC,1,3,·,3,-1.5,0.5,3,5,·
COc1ccc(-c2ccc(NCCC3=CCCCC3)nn2)cc1OC,1,8,20,0,-1.3,0.8,1,1,-1
Cn1cc([N+](=O)[O-])c(C(=O)N(Cc2ccccc2)Cc2ccccc2)n1,-3,2,5,2,-0.1,1.1,17,1,-5
Nc1cc(C(F)(F)F)ccc1Nc1ccccc1,1,5,67*,-9,-0.9,0.2,-7,7,16
COC(=O)c1sc(NC(=O)COc2cccc3ccccc23)nc1C,5,10,-10,-3,-0.3,-0.3,-3,2,13
CCc1ccc2oc(-c3cc(NC(=O)c4cccs4)ccc3Cl)nc2c1,-5,2,·,-2,3.1,-0.3,-13,5,·
O=C(NNS(=O)(=O)c1ccc(F)cc1)c1ccccc1F,5,-3,0,0,0.5,0.0,13,4,-2
CC(C)(C)C(=O)/C=c1\[nH]c(=O)/c(=C\c2ccc(C#N)cc2)s1,-11,-47*,-1,4,1.5,1.6,0,4,-14
O=c1c2c3c(sc2n(Cc2ccc(F)cc2Cl)c(=O)n1-c1ccc(Cl)cc1)CCC3,-1,-20,·,-2,-1.6,-0.2,-3,11,-3
CCN(CC)S(=O)(=O)c1ccc(N/N=C/c2cc(OC)c(OC)cc2OC)nc1,-1,-3,1,0,-0.9,-1.0,3,-1,·
COc1ccc(-c2cc(C(=O)c3c(N)n(C)c(=O)n(C)c3=O)c3ccccc3n2)cc1OC,-2,-8,-3,-4,1.9,-0.1,15,4,0
CCCCS(=O)(=O)CC(O)CSc1nc(-c2ccc(C)cc2)cc(-c2ccccc2)c1C#N (stereo not drawn),0,2,·,-1,-0.2,-0.3,-6,5,·
COc1cccc(CNC(=O)CCC2CCCN(C(=O)c3cccnc3SC)C2)c1 (stereo not drawn),1,10,16,1,-0.6,0.5,3,0,-1
COc1cc(C2C(C#N)=C(N)Oc3n[nH]c(-c4cccs4)c32)cc(OC)c1O (stereo not drawn),-5,6,·,-1,2.7,·,·,1,-3

# Filtered by structure: the entries above containing a halogen
SMILES,D1 PAM,D1 antag,D2 antag,TRHR PAM,TRHR agonist,D2 ag,D2 PAM,D1 ag,RXFP1 antag
Nc1cc(C(F)(F)F)ccc1Nc1ccccc1,1,5,67*,-9,-0.9,0.2,-7,7,16
CCc1ccc2oc(-c3cc(NC(=O)c4cccs4)ccc3Cl)nc2c1,-5,2,·,-2,3.1,-0.3,-13,5,·
O=C(NNS(=O)(=O)c1ccc(F)cc1)c1ccccc1F,5,-3,0,0,0.5,0.0,13,4,-2
O=c1c2c3c(sc2n(Cc2ccc(F)cc2Cl)c(=O)n1-c1ccc(Cl)cc1)CCC3,-1,-20,·,-2,-1.6,-0.2,-3,11,-3

# Carrying on.
SMILES,D1 PAM,D1 antag,D2 antag,TRHR PAM,TRHR agonist,D2 ag,D2 PAM,D1 ag,RXFP1 antag
CC(=O)N(NC(=O)c1ccccc1Cl)C1CC(=O)N(c2ccc(C)cc2)C1=O (stereo not drawn),-8,-2,1,4,-0.5,0.3,6,0,-12
Cc1ccc(C(=O)Nc2ccc(C(=O)O)cc2NC(=O)c2ccc(C)cc2)cc1,10,1,13,-4,0.0,1.1,1,2,-4
CSc1ccccc1C(=O)NCCS(=O)(=O)N1CCN(c2ccc(F)cc2)CC1,-11,-9,-7,0,-0.3,-1.2,-2,-1,-8
COc1ccc(CCNC(=O)Cn2c(=O)c3cccn3c3ccc(F)cc32)cc1OC,4,-13,·,-3,0.2,0.4,1,0,-8
O=C(COc1ccc(Cl)cc1Br)Nc1ccccc1N1CCCC1,-7,4,16,-3,0.0,0.9,-4,6,-24
COc1ccc(CNC(=O)CCCNS(=O)(=O)c2cccc3nonc23)cc1,-1,1,3,-2,0.0,0.2,2,1,-10
CCOC(=O)C(=O)Nc1ccc2c(c1)OCO2,-7,-2,18,-1,-0.2,0.3,-17,1,2
COc1ccccc1N(CC(=O)N(c1ccccc1)C(C)C)S(=O)(=O)c1cccs1,-5,-2,-4,-7,1.3,-1.5,6,3,-13
CCC[C@@H](CN[C@@H](CNC)C(C)C)NCCCCc1ccccc1,-7,-1,1,-9,1.8,1.0,-5,2,·
Cc1ccc(CC(=O)Nc2nc3ccccc3[nH]2)cc1C,-10,-6,4,-2,0.8,1.0,7,2,1
CCOc1cc(C(c2c(C)[nH][nH]c2=O)c2c(C)[nH][nH]c2=O)ccc1OC(=O)c1cccc([N+](=O)[O-])c1,2,-6,-2,-2,-0.4,0.2,19,3,-5
CCOc1ccccc1NC(=O)COc1ccc(S(=O)(=O)N2CCCC2)cc1,-5,3,21,20,-0.1,0.6,-8,4,5

# Among those listed so far, 3 have a cyano group:
SMILES,D1 PAM,D1 antag,D2 antag,TRHR PAM,TRHR agonist,D2 ag,D2 PAM,D1 ag,RXFP1 antag
CC(C)(C)C(=O)/C=c1\[nH]c(=O)/c(=C\c2ccc(C#N)cc2)s1,-11,-47*,-1,4,1.5,1.6,0,4,-14
CCCCS(=O)(=O)CC(O)CSc1nc(-c2ccc(C)cc2)cc(-c2ccccc2)c1C#N (stereo not drawn),0,2,·,-1,-0.2,-0.3,-6,5,·
COc1cc(C2C(C#N)=C(N)Oc3n[nH]c(-c4cccs4)c32)cc(OC)c1O (stereo not drawn),-5,6,·,-1,2.7,·,·,1,-3

# Continuation:
SMILES,D1 PAM,D1 antag,D2 antag,TRHR PAM,TRHR agonist,D2 ag,D2 PAM,D1 ag,RXFP1 antag
CC1(c2ccccc2)NC(=O)N(CC(=O)Nc2cc(S(=O)(=O)N3CCOCC3)ccc2Cl)C1=O (stereo not drawn),-2,9,-2,-3,-0.2,2.7,-2,1,3
COc1cc2cc(C(=O)O)[nH]c2c(OC)c1OC,-3,5,·,11,0.5,·,·,0,-8
COc1ccc(/C(O)=C(\C#N)c2nc3ccccc3n2C)cc1OC,-5,-11,-25,-5,1.1,-0.4,-2,2,12
O=C(Nc1cccnc1Cl)c1cc(-c2cccc(Cl)c2)on1,-5&0,17&-1,-5,-2&3,1.1&-2.3,27,3&18,0&1,1&-1
COc1cc(C(=O)NCc2cc3ccccc3n2C)cc(OC)c1OC,10,-5,-6,1,-0.9,0.9,-5,1,1
CN(C(=O)COc1cccc(Br)c1)C1CCS(=O)(=O)C1 (stereo not drawn),2,0,0,6,-1.0,0.2,-11,0,-3
O=C1CSC(c2ccc([N+](=O)[O-])cc2)N1c1ccc(O)cc1 (stereo not drawn),-6,-13,5,-4,0.3,-0.3,2,14,-19
O=C(Nc1cccc(Cl)c1Cl)c1cc(S(=O)(=O)NCc2ccc3c(c2)OCO3)ccc1F,-2,-8,·,0,0.1,-0.2,-9,0,-3
O=C(CN(C(=O)CNC(=O)c1cccs1)c1cccc(F)c1)NC1CCCC1,0,10,3,-3,0.7,1.2,10,2,2
O=C(O)CC(c1ccccc1)n1cccc1 (stereo not drawn),1,8,0,8,0.1,0.1,-6,2,-5
Cc1ccccc1OCC(=O)Nc1sc2c(c1C(=O)OC(C)C)CCCC2,2,4,·,4,-0.9,1.1,0,45*,3
COc1cc(C2CC(=O)c3c([nH]c(C(=O)OC4CCCC4)c3C)C2)cc(OC)c1OC (stereo not drawn),0,-15,·,-5,-0.8,0.8,-4,0,?
Fc1ccccc1NC(=S)N(CCCN1CCOCC1)Cc1cccnc1,-2,17,-7,2,-0.7,1.4,·,3,-11
COC(=O)c1ccc(CSc2c(C(C)C)cnc3c2c(=O)n(C)c(=O)n3C)cc1,1,-7,·,2,0.0,0.2,3,1,-3
COc1cc(/C=C2\SC(=Nc3ccccc3)N(CCc3c[nH]c4ccccc34)C2=O)ccc1OC(C)C(=O)O (stereo not drawn),1,9,-16,20,0.5,-0.1,4,4,-17
Cc1ccsc1C(=O)OCC(=O)c1cc(C)n(CC2CCCO2)c1C (stereo not drawn),-4,-22,-6,4,-0.4,0.2,10,11,-10
O=C1CN(C(=O)c2ccccc2Br)C(c2ccc(F)cc2)c2cc(F)ccc2N1 (stereo not drawn),-1,-3,3,-4,2.2,0.2,15,7,-9
COc1ccc(N(CC(=O)NCc2cccs2)S(=O)(=O)c2cccc(C)c2)cc1,2,-2,-19,0,0.1,-0.8,8,5,5
O=C1C(Cc2c[nH]c3ccccc23)NC(=S)N1C1CCCCC1 (stereo not drawn),2,-3,1,4,1.0,1.0,10,5,-31
Cc1cc(=O)[nH]c(NN=C2C3CC4CC(C3)CC2C4)n1,-1,2,-6,4,0.7,0.5,-2,6,6
O=C(C1CCN(S(=O)(=O)c2ccc(Br)s2)CC1)N1CCN(C2CCCCC2)CC1,-6,17,2,-3,0.1,1.1,22,3,-1
CN1CCc2c(sc(NC(=O)Cc3ccc(F)cc3)c2C(N)=O)C1,2,12,4,2,0.8,-1.4,-8,4,2
CN1CCCN(S(=O)(=O)c2ccccc2)CC1,-5,20,28,-6,0.3,0.8,2,4,1

# Assay outcomes from PubChem BioAssay.
